High-throughput results: PubChem BioAssay, Sanford-Burnham Center for Chemical Genomics
NLRP3 yeast inh – blocks the NALP3 inflammasome reconstituted in yeast. hit rate 0.39% among 330,000. Yeast reconstituted NLRP3/ASC/caspase-1, beta-gal luminescence, 24 h. inhibition, % at 10 µM;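 active = inhibition of 50% or more; inactive = inhibition below 50%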;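 note: plate controls were induced DMSO wells for no effect and uninduced yeast grown without galactose for full effect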
Mdm2-MdmX inh – disrupts the human Mdm2-MdmX interaction | inhibition, % at 8 µM | O15151+Q00987 | SaOS-2 split-luciferase Mdm2/MdmX complementation, luminescence | hit rate 3% among 330,000;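 active = inhibition of at least 50% at 8 µM in the primary screen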
Target sequence (O15151 whole entry, looked up): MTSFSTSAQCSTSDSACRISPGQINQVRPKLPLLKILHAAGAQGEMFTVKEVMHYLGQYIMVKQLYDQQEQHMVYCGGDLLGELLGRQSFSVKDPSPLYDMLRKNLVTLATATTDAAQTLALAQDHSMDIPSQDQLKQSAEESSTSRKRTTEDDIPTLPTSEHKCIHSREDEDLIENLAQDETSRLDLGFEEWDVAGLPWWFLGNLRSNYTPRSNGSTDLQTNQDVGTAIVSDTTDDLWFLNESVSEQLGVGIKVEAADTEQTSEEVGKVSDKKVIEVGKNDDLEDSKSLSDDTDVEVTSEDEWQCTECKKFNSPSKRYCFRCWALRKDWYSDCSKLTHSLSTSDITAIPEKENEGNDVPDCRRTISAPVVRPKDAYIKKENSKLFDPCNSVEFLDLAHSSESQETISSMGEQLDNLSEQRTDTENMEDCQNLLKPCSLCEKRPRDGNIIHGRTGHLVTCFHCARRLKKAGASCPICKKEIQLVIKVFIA
Target sequence (Q00987 whole entry, looked up): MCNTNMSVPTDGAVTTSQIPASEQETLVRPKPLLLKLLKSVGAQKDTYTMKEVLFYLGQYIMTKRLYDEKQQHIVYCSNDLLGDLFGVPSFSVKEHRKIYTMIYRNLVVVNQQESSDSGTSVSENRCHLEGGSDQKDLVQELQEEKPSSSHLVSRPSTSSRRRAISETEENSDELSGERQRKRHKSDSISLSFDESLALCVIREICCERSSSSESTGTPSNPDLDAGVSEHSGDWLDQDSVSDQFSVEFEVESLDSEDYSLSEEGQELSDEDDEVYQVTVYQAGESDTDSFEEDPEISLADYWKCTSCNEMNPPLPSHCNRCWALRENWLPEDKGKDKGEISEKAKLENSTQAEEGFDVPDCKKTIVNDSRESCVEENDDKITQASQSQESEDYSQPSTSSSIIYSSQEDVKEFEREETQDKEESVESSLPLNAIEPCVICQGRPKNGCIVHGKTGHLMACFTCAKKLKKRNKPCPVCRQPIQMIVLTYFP
tim10-1 inh – inhibits growth of tim10-1 mutant yeast. S. cerevisiae tim10-1 ts strain growth, BacTiter-Glo, 24 h. inhibition, % at 20 µM. hit rate 2.2% among 330,000;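 active = inhibition of at least 40%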;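 note: mutant grown at 25 °C; 0% = DMSO wells with yeast and 100% = wells holding no yeast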
XBP1 UPR activ – adaptive UPR (XBP1) activation. CHO-XBP1 luciferase reporter, IRE1-XBP1 UPR activation, luminescence; percent of tunicamycin response, DMSO as zero. hit rate 0.33% among 330,000. activation, % at 20 µM. AID 463104;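 active = versus positive control, 20 µM dose yields 30% or more activation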;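 note: 100% = tunicamycin at 10 µg/mL and 0% = DMSO only wells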
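assay system = CHO-XBP1 luciferase reporter cells | amount = 1000 cells/well | buffer or medium = F12 plus 10% FBS | compound dosing = single point, 20 µM final compound, 1% DMSO | incubation = 16-18 h cell attachment at 37 °C, then 6 h compound exposure | detection = Steady-Glo luminescence read | controls = tunicamycin 10 µg/mL and vehicle-only wells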
TIM10 inh – TIM10 yeast growth inhibition | S. cerevisiae TIM10 strain growth, BacTiter-Glo luminescence, 24 h | inhibition, % at 10 µM | hit rate 1.4% among 330,000;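 active = inhibition of 40% or more at the single tested concentration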;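 note: wild-type TIM10 isogenic control strain grown at permissive 25 °C; 0% = DMSO yeast wells and 100% = minimal medium wells without yeast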
APJ agonist – APJ receptor agonism; activation, % at 20 µM; hit rate 0.11% among 330,000; CHO-K1 APJ PathHunter beta-arrestin, luminescence; 0% DMSO wells, 100% apelin;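 active = activation more than six SD over the plate average, tested at 20 µM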;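 note: 0% = DMSO alone and 100% = apelin-13 at 10 nM; some results filed as inactive read as strong as hits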
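Assay system: CHO-K1 cells stably expressing ProLink-tagged human APJ and arrestin–beta-gal acceptor. Compound dosing: 20 µM single point, 1% DMSO. Times: 16-18 h seeding, 90 min dark compound exposure, 60 min detection. Detection: beta-gal luminescence. Evaluation: APJ–arrestin association signal. Controls: negative DMSO alone, positive Apelin-13 at 10 nM.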
GRIN3A LBD mod – NR3A (human) ligand-binding domain modulation | NR3A LBD differential scanning fluorimetry, Tm shift; 0% = protein alone, 100% = glycine-bound protein | Tm shift relative to glycine control, % at 25 µM | hit rate 2.5% among 340,000;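 active = melting temperature shift of at least 10% of the positive control shift, at one fixed dose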
CHOP UPR activ – apoptotic UPR (CHOP) activation; activation, % at 10 µM; hit rate 0.34% among 330,000; CHO-CHOP luciferase reporter, luminescence; percent of tunicamycin response over DMSO baseline;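 active = at 10 µM dose, activation of 40% or more, normalized to positive control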;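 note: 100% = tunicamycin at 10 µg/mL and 0% = DMSO alone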
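Test system: CHO CHOP reporter cells. Input: 500 CHO-CHOP cells per well. Medium: F12 with 10% FBS. Technique: luciferase luminescence. Measure: percent activation relative to tunicamycin control. Dosing: 10 µM compound, 0.5% DMSO. Timing: 16-18 h cell attachment, then 6 h compound exposure, 37 °C.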
tim23-1 inh – growth inhibitors of tim23-1 mutant yeast | S. cerevisiae tim23-1 growth, BacTiter-Glo luminescence, 24 h | inhibition, % at 20 µM | hit rate 1.3% among 330,000 | AID 463212;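 active = growth inhibition of the mutant yeast at or above 50%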;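 note: temperature-sensitive mutant grown at 25 °C; plate controls were DMSO-treated mutant yeast for no effect and medium wells lacking yeast for full effect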
* = called active by the depositor; nt = not tested or not shown. Rows are unselected; overall some 8.2% were active at least once.

SMILES	NLRP3 yeast inh	Mdm2-MdmX inh	tim10-1 inh	XBP1 UPR activ	TIM10 inh	APJ agonist	GRIN3A LBD mod	CHOP UPR activ	tim23-1 inh
CCOC(=O)C1CCCN(C(=O)c2cccc(S(=O)(=O)N(Cc3ccccc3)c3ccccc3OC)c2)C1 (stereo unspecified)	13.6	-3.2	5.3	-1.8	15.0	-2.3	0.9	0.9	12.7
Cn1c(CN2CCOCC2)nnc1SCC(N)=O	8.1	0.8	2.5	-0.5	11.4	1.6	-1.8	-0.3	14.0
O=C(NCCN1CCNCC1)c1ccccn1	-2.9	-23.6	5.8	3.7	-1.3	10.1	1.5	-1.6	4.2
CN(CC(=O)Nc1ccccc1Cl)C(=O)c1cc(=O)[nH]c2ccccc12	11.5	-22.8	7.1	0.8	-19.8	6.0	0.9	-0.8	10.5
CC1=C([N+](=O)[O-])C(c2ccccc2Cl)NC(=O)N1 (stereo unspecified)	16.4	12.2	-28.2	-4.9	-6.6	-1.3	-1.4	0.5	-2.6
O=C(NCCCN1CCN(c2ccccc2F)CC1)C1CCN(S(=O)(=O)N2CCOCC2)CC1	15.1	12.4	-3.2	-1.0	-5.4	-1.1	0.5	-0.8	15.5
CC(NC(=O)c1ccccc1F)c1nnc(SCC(=O)N2CCN(c3ccccc3)CC2)n1C (stereo unspecified)	6.9	25.4	8.6	1.1	7.1	-0.5	-0.8	-0.7	3.3
C/C(=N\NC(=O)c1cc2c(s1)CCC(C)C2)c1cccnc1 (stereo unspecified)	26.9	7.9	39.6	5.3	26.4	-3.3	-11.8	2.6	39.3
O=C(O)C(Cc1ccccc1)N=Cc1c(O)c2ccccc2oc1=O (stereo unspecified)	-2.6	14.3	30.0	-4.9	1.3	-1.8	-1.8	2.9	29.2
N#C/C(=C\c1cccnc1)c1ccc([N+](=O)[O-])cc1	37.3	-15.1	33.9	-1.6	28.0	3.1	1.9	2.8	55.2*
Cn1c(=O)n(C)c2cc([N+](=O)[O-])c(N3CCN(S(=O)(=O)c4ccccc4)CC3)cc21	6.1	30.3	7.1	1.6	23.2	5.7	1.0	-0.5	7.7
Cc1c(C(=O)N(C)C2CC(C)(C)NC(C)(C)C2)oc2c(F)cccc12	4.1	12.7	-17.0	0.7	7.4	-5.0	0.4	-0.3	-14.9
O=C(NCCNC(=O)c1cc(F)cc(F)c1)c1cc(F)cc(F)c1	13.2	10.2	2.9	4.0	-0.9	-3.5	-8.5	-0.3	3.7
CC(NC(=O)CNC(=O)c1ccccc1F)c1ccc(-n2ccnc2)cc1 (stereo unspecified)	3.0	-1.6	19.9	0.9	4.7	-3.6	6.5	0.1	-6.4
COc1ccc(CCN(C)C(=O)C2CCN(Cc3ccccc3)CC2)cc1OC	-7.2	14.8	-1.1	-5.1	-1.2	-2.9	0.3	-0.8	-7.3
COC(=O)C(c1ccccc1)C(C(=O)OC)c1ccccc1 (stereo unspecified)	-6.2	-1.5	-35.4	2.5	5.9	-2.6	-11.0	-1.2	-7.2
O=C(CCn1cnc2ccccc2c1=O)Nc1ccc(S(=O)(=O)N2CCCCC2)cc1	23.6	-15.1	25.6	-0.5	20.9	2.5	-1.8	1.0	3.6
Cc1ccc(/C=C2\Oc3c(ccc(O)c3CN3CCN(CCO)CC3)C2=O)cc1	0.4	22.2	14.5	5.2	10.0	-2.2	-1.8	-1.8	-13.8
Cc1noc(C)c1C(=O)N1CCCC(N2CCN(c3cccc(C(F)(F)F)c3)CC2)C1 (stereo unspecified)	12.7	-6.6	-5.6	-4.5	-1.4	-1.7	0.9	0.0	6.0
N#Cc1cccc(NC(=O)COC(=O)CCc2nc3ccccc3c(=O)[nH]2)c1	12.8	3.3	-6.2	-3.7	2.0	-3.6	2.1	-1.2	13.0
O=C1c2ccc(Oc3ccc4c(c3)C(=O)N(CCCCO)C4=O)cc2C(=O)N1CCCCO	-8.3	5.7	12.5	-0.8	13.0	-1.6	-0.9	-5.4	-2.6
Cc1cc(C)n2[nH]c(=O)c(N=Nc3cccc(Cl)c3)c2n1	16.6	-20.4	3.9	-2.8	-18.3	-3.9	-0.1	-0.5	26.4
COCCN(C(=O)CSc1ncn[nH]1)c1c(N)n(Cc2ccccc2)c(=O)[nH]c1=O	4.8	0.4	5.3	-0.9	8.0	6.2	2.4	0.5	20.7
COc1ccc(-c2cc(C(=O)N3CCOCC3)c3cc(C)ccc3n2)cc1	18.0	5.7	33.8	0.2	17.4	0.0	-1.9	2.0	32.2
COc1ccc(C(=O)Nc2ccccc2C(=O)N2CCN(c3ccccc3)CC2)cc1	13.3	9.5	30.2	-3.3	14.5	-3.7	1.6	0.3	35.2
CNC(=O)/C(C#N)=C1\SC(Cc2ccc(F)cc2)C(=O)N1c1ccccc1C (stereo unspecified)	5.8	3.6	26.6	0.7	10.9	4.9	-3.1	-0.1	19.2
CN(C)c1ccc(/C=N\NC(=S)SCN2C(=O)C3CCC(C)(C2=O)C3(C)C)cc1 (stereo unspecified)	8.6	-38.3	61.0*	2.9	53.1*	4.4	-15.7	-1.1	53.2*
O=C(CSc1ccccn1)Nc1ccc2c(c1)CCC2	36.8	-45.7	-9.7	-0.7	-16.2	6.1	-0.4	3.3	11.2
CNc1cc(F)nc(F)n1	5.7	19.9	13.5	5.9	8.3	-1.3	-1.3	-0.7	-4.9
CC(N=C1NS(=O)(=O)c2ccccc21)C(=O)NCc1ccc(F)cc1 (stereo unspecified)	-1.5	7.8	-13.4	-2.0	-10.2	0.5	2.6	1.2	-5.2
COc1ccc(Cc2nnc(NC(=O)c3ccc(Cl)c([N+](=O)[O-])c3)s2)cc1	2.3	14.8	13.2	-2.8	-1.4	-2.0	2.5	-1.4	-17.2
O=C(NCC1CCCO1)c1cccc(F)c1 (stereo unspecified)	20.5	20.6	1.9	-1.3	-3.1	-4.7	0.1	-4.6	13.0
CCC1CCC2(CC1)NNC(=S)NN2	10.0	-1.6	-5.2	1.2	-2.9	2.7	1.9	-0.3	11.0
CN(CC(=O)NCc1ccc2c(c1)OCO2)CC(=O)Nc1ccc(F)c(F)c1F	-16.7	-16.1	-0.9	-1.8	3.3	-2.5	-0.3	-1.6	8.1
COc1cccc(NC(=O)C(c2ccccc2)N2CCNC(=O)C2)c1 (stereo unspecified)	-2.4	5.8	9.8	2.0	-4.1	-3.6	nt	-1.3	3.0
CCCCN1C(Nc2ccccc2)=NC[C@@H]1Cc1ccccc1	5.8	-21.3	2.8	-0.8	-3.7	2.1	3.2	0.1	13.2
O=C(Cc1ccccc1F)Nc1ccc(S(=O)(=O)Nc2ncccn2)cc1	6.6	7.8	7.1	3.4	2.1	-3.3	-2.1	0.8	9.4
CCCCCOc1ccc(Br)cc1/C(C)=N/NC1=NCCN1	34.5	85.7*	27.2	16.4	25.7	4.2	2.4	2.5	18.0
C=CCc1cc(Cl)ccc1OCCOCCNCCOC	14.0	18.2	3.3	1.3	-0.8	-0.3	-3.4	-0.6	7.4
Cc1ccc(S(=O)(=O)NC(=O)Nc2c(C)cccc2C)cc1	-5.0	-24.8	-7.0	3.1	1.0	1.5	3.5	0.6	1.8

Reformatted in markdown: entries from further up.
| structure | NLRP3 yeast inh | Mdm2-MdmX inh | tim10-1 inh | XBP1 UPR activ | TIM10 inh | APJ agonist | GRIN3A LBD mod | CHOP UPR activ | tim23-1 inh |
| --- | --- | --- | --- | --- | --- | --- | --- | --- | --- |
| COc1ccc(-c2cc(C(=O)N3CCOCC3)c3cc(C)ccc3n2)cc1 | 18.0 | 5.7 | 33.8 | 0.2 | 17.4 | 0.0 | -1.9 | 2.0 | 32.2 |
| COc1ccc(C(=O)Nc2ccccc2C(=O)N2CCN(c3ccccc3)CC2)cc1 | 13.3 | 9.5 | 30.2 | -3.3 | 14.5 | -3.7 | 1.6 | 0.3 | 35.2 |
| CNC(=O)/C(C#N)=C1\SC(Cc2ccc(F)cc2)C(=O)N1c1ccccc1C (stereo unspecified) | 5.8 | 3.6 | 26.6 | 0.7 | 10.9 | 4.9 | -3.1 | -0.1 | 19.2 |
| CN(C)c1ccc(/C=N\NC(=S)SCN2C(=O)C3CCC(C)(C2=O)C3(C)C)cc1 (stereo unspecified) | 8.6 | -38.3 | 61.0* | 2.9 | 53.1* | 4.4 | -15.7 | -1.1 | 53.2* |
| O=C(CSc1ccccn1)Nc1ccc2c(c1)CCC2 | 36.8 | -45.7 | -9.7 | -0.7 | -16.2 | 6.1 | -0.4 | 3.3 | 11.2 |

2 entries from above, bar-delimited.
structure | NLRP3 yeast inh | Mdm2-MdmX inh | tim10-1 inh | XBP1 UPR activ | TIM10 inh | APJ agonist | GRIN3A LBD mod | CHOP UPR activ | tim23-1 inh
Cc1c(C(=O)N(C)C2CC(C)(C)NC(C)(C)C2)oc2c(F)cccc12 | 4.1 | 12.7 | -17.0 | 0.7 | 7.4 | -5.0 | 0.4 | -0.3 | -14.9
O=C(NCCNC(=O)c1cc(F)cc(F)c1)c1cc(F)cc(F)c1 | 13.2 | 10.2 | 2.9 | 4.0 | -0.9 | -3.5 | -8.5 | -0.3 | 3.7

The listing continues:
SMILES	NLRP3 yeast inh	Mdm2-MdmX inh	tim10-1 inh	XBP1 UPR activ	TIM10 inh	APJ agonist	GRIN3A LBD mod	CHOP UPR activ	tim23-1 inh
Cc1ccc(CN(C(=O)Cn2nnc3ccccc32)C(C(=O)NCc2ccco2)c2ccc(C)o2)cc1 (stereo unspecified)	-3.7	27.5	-1.6	-2.2	-4.6	-4.3	nt	-3.4	-6.3
COc1cccc(N(CC(=O)NCCSc2ccc(Cl)cc2)S(C)(=O)=O)c1	-2.6	2.1	11.9	-1.1	7.3	1.2	1.2	-2.0	10.8
Cc1ccc2cn[nH]c2c1NC(N)=S	6.4	13.6	11.6	-1.8	-9.2	-3.8	0.7	-2.0	-0.4
CC(=O)C1=C(C)Nc2ncnn2C1c1cccc(Br)c1 (stereo unspecified)	23.4	8.9	18.2	-6.3	5.5	-0.8	-2.2	-0.6	1.0
O=C1CCN(Cc2ccccc2)CCN1CCOc1ccccc1	19.6	-31.5	-2.3	-1.2	-8.8	2.7	2.3	0.0	9.1
Nn1c(SCC(=O)N2CCCc3ccccc32)nnc1-c1ccccc1	2.0	6.3	1.6	-1.1	6.2	-3.1	-1.8	0.8	-3.0
O=C(N/C(=C\c1cccs1)C(=O)N1CCOCC1)c1cccs1	18.6	-2.1	8.3	-3.5	-1.4	-0.2	1.2	0.0	4.6
CCc1nc2nc(C)c(NS(=O)(=O)c3ccc4c(c3)CCCC4)c(=O)n2[nH]1	4.9	27.4	-10.4	1.7	6.8	-1.6	-0.3	2.5	8.2
COc1ccc(CCn2nc(C)c([N+](=O)[O-])c2C)cc1	30.5	11.0	3.7	-1.8	-1.1	-5.4	2.9	7.1	6.4
COc1cc(C(=O)NCC(=O)N/N=C/c2cccc(OC(=O)c3ccco3)c2)cc(OC)c1OC	23.6	-18.2	12.0	2.1	3.4	-1.6	-0.7	3.8	10.1
N#Cc1c(-c2ccccc2)nc2n(c1=O)CCS2	12.6	27.8	-1.4	-1.8	-25.6	-1.6	-2.9	-0.9	5.4
COc1ccc(S(=O)(=O)NCC2CCC(C(=O)NCc3cccnc3)CC2)cc1 (stereo unspecified)	9.0	17.3	1.3	-2.1	-0.3	-0.5	0.0	1.4	2.3
